Peg3 promoter: Peg3 promoter activity inhibition; HeLa PEG-Prom luciferase reporter, luminescence, overnight; inhibition, % at 20 µM; hit rate 1.7% among 360,000; AID 588405;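 active means inhibition of at least 50% at 20 µM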
MITF TRPM1 inh: inhibitors of MITF-driven TRPM1 promoter in melanoma cells. inhibition, % at 12.5 µM. AID 488899. hit rate 0.83% among 330,000. SK-MEL-5 TRPM1 promoter luciferase, 24 h;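 active means mean inhibition across replicates of 60% or more, whatever share of single replicates reaches that level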; further: values of inactives mirror those of a sister screen read the other way
NR2E3 ag-1: NR2E3 (human) agonism; GST-NR2E3/biotin-RetCOR TR-FRET, 1536-well; Q9Y5X4; hit rate 0.12% among 320,000; AID 2300; inhibition of corepressor binding, % at 4.78 µM;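 active means percent inhibition above the cutoff of mean plus 3 SD of all tested compounds, set per screening campaign, cut at about 20% in these data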;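 further: 0% = DMSO wells and 100% = biotin wells as full block of FRET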
Target sequence (Q9Y5X4 whole entry, looked up): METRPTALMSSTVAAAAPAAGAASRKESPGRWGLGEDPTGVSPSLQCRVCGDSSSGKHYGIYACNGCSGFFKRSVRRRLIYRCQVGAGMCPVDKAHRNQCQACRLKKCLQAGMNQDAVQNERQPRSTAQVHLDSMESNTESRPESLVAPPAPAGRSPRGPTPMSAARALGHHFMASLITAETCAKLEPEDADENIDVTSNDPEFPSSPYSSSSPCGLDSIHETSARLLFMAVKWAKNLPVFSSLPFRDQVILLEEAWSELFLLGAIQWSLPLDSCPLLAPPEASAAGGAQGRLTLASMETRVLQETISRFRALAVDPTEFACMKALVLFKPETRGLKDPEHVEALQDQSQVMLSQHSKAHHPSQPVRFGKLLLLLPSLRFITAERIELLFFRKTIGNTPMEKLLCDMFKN
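system = GST-tagged NR2E3 plus biotinylated RetCOR corepressor | input = 1.35 nM GST-NR2E3 | also added = 7 nM biotin-RetCOR | schedule = 5 h incubation at 4 °C | measured by = TR-FRET with europium anti-GST and streptavidin-D2, 340 nm excitation | read-out = percent loss of FRET ratio relative to control wells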
KKLEB cytotox: counter-screen for CF NF-kB inhibitors: cytotoxicity | activity change (cytotoxicity), % at 5 µM | AID 602141 | KKLEB CF airway cells viability, ATPlite luminescence, overnight; active compounds read low; cells stimulated with P. aeruginosa culture filtrate | hit rate 0.36% among 360,000;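 active means corrected activity change at or below -50% at 5 µM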
NR2E3 ag-2: human photoreceptor-specific nuclear receptor agonism; Q9Y5X4; CHO-S Gal4-NCOR/VP16-NR2E3 two-hybrid, luciferase; inhibition of corepressor binding, % at 3.98 µM; hit rate 0.35% among 360,000; AID 602229;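 active means inhibition above the mean of all tested compounds plus 3 SD, cut at about 70% in these data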;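 further: 0% = DMSO with NR2E3 transfected cells and 100% = cells lacking NR2E3 construct; higher means lower luciferase signal from less NR2E3 corepressor binding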
CF NFkB inh: inhibitors of cystic fibrosis induced NF-kB; KKLEB NF-kB-GFP reporter, PAF-induced, GFP fluorescence overnight; inhibition, % at 5 µM; hit rate 0.86% among 360,000; AID 588850;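 active means at least 50% inhibition at 5 µM, scaled per plate between neutral and stimulator controls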;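 further: PAF is a Pseudomonas aeruginosa culture filtrate used as stimulus; plate controls were PAF-stimulated DMSO wells for no effect and unstimulated DMSO wells for full effect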
HIF-2a inh: blocks HIF-2a reporter activity. 786-0 RCC cells HIF-2a reporter, luciferase luminescence, overnight. inhibition, % at 18.8 µM. hit rate 0.72% among 360,000;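 active means inhibition of the luminescence signal of 40% or more relative to plate controls, in a single-dose primary screen at 18.75 µM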
Shn3 inh set2: Schnurri-3 reporter inhibition in Clone20 osteoblasts; Clone20 osteoblast Shn3 3'UTR firefly luciferase, 24 h; AID 588674; hit rate 0.52% among 360,000; inhibition, % at 12.5 µM;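 active means mean inhibition of at least 75% with every replicate also reaching 75%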;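 further: 0% = median of neutral control wells and 100% = pilot-screen positive control compound; some compounds past the cut are filed as inactive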
PDI turbidity: PDI (human) enzyme inhibition; inhibition, % at 10 µM; PDI insulin aggregation turbidity, A650, 90 min; hit rate 0.052% among 350,000;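 active means mean inhibition across replicates of 30% or more, whatever share of single replicates reach that level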;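 further: absorbance from insulin aggregation driven by PDI reduction with DTT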
Target sequence (P07237 whole entry, looked up): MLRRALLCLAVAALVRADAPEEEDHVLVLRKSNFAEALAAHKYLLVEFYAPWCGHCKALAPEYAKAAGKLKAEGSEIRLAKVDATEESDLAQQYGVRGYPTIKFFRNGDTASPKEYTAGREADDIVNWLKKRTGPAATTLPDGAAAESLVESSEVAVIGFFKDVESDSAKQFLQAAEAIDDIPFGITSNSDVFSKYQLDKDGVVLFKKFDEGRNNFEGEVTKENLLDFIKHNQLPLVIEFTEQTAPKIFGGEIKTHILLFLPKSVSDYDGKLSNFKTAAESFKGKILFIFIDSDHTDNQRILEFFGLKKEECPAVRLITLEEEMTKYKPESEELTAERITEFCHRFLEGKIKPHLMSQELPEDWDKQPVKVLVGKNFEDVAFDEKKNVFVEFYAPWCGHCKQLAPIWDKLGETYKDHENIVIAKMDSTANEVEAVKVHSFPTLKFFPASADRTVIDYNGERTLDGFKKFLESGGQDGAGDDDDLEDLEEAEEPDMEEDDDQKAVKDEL
Vif imaging: inhibitors of HIV Vif. HEK293T cells, Vif self-association by quenched fluorescence, imaging, 24 h. inhibition, % at 7.49 µM. hit rate 0.35% among 340,000; in the data active means inhibition above about 50%, passing the limit was not always enough; further: some results filed as inactive read as strong as hits
CaV13 FRET inh: Disruptors of the CACNA1D IQ motif to Ca2+-dependent inactivation inhibitor domain association, primary screening, Förster resonance energy transfer in intact living … | HEK cells, CFP/YFP FRET ICDI-IQ, plate reader, 10 min; percent FRET-ratio fall versus neutral wells | inhibition, % at 12.3 µM | hit rate 0.098% among 340,000;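 active means mean replicate inhibition of at least 30% and at least 1% of replicates passing that level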;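 further: 0% = median of the neutral control wells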
An asterisk follows results filed as active.

Results for O=C(CN1C(=O)NC2(CCCC2)C1=O)OCc1cccc(Br)c1 ?
Peg3 promoter: 5; MITF TRPM1 inh: 1; NR2E3 ag-1: 0; KKLEB cytotox: 7; NR2E3 ag-2: 5; CF NFkB inh: -10; HIF-2a inh: -13; Shn3 inh set2: -13; PDI turbidity: -1; Vif imaging: -1; CaV13 FRET inh: -5

How did CCOC(=O)c1ccc(N2C(=O)CC(Nc3ccc(CCO)cc3)C2=O)cc1 (configuration not stated) do in these assays?
Peg3 promoter: 16; MITF TRPM1 inh: 1; NR2E3 ag-1: 0; KKLEB cytotox: 8; NR2E3 ag-2: -6; CF NFkB inh: 0; HIF-2a inh: 4; Shn3 inh set2: -1; PDI turbidity: 0; Vif imaging: 9; CaV13 FRET inh: -9

What do the screens show for `C=C(C)Cn1c(C(C)NC(=O)CCC)nc2ccccc21` (configuration not stated)?
Peg3 promoter: 5; MITF TRPM1 inh: -4; NR2E3 ag-1: -4; KKLEB cytotox: -9; NR2E3 ag-2: -2; CF NFkB inh: 0; HIF-2a inh: 5; Shn3 inh set2: -11; PDI turbidity: 2; Vif imaging: 2; CaV13 FRET inh: -5

How did CCOc1ccc(C(=O)CCC(=O)NNC(=O)CCN2CCN(c3ccccc3)CC2)cc1 do in these assays?
Peg3 promoter: 4; MITF TRPM1 inh: -1; KKLEB cytotox: -7; NR2E3 ag-2: 2; CF NFkB inh: -8; HIF-2a inh: 6; Shn3 inh set2: -2; PDI turbidity: -5; Vif imaging: 17; CaV13 FRET inh: -6

What do the screens show for `C[C@@H]1CN([C@H](C)CO)C(=O)CCCn2nncc2CO[C@H]1CN(C)S(=O)(=O)c1ccc(C#N)cc1`?
Peg3 promoter: 5; KKLEB cytotox: 10; NR2E3 ag-2: 0; CF NFkB inh: 7; HIF-2a inh: 2; Shn3 inh set2: 14; PDI turbidity: 2; Vif imaging: -2; CaV13 FRET inh: -3

Results for O=C(N/N=C/c1ccncc1)c1cccc(NC(=O)c2ccc(Cl)cc2)c1 ?
Peg3 promoter: -11; MITF TRPM1 inh: -19; NR2E3 ag-1: -7; KKLEB cytotox: -18; NR2E3 ag-2: -12; CF NFkB inh: 21; HIF-2a inh: -6; Shn3 inh set2: 8; PDI turbidity: 26; Vif imaging: -2; CaV13 FRET inh: -18

Results for O=C(N/N=C/c1ccc(Sc2nc3ccccc3s2)c([N+](=O)[O-])c1)c1ccccn1 ?
Peg3 promoter: 7; MITF TRPM1 inh: 1; NR2E3 ag-1: 3; KKLEB cytotox: -31; NR2E3 ag-2: -13; CF NFkB inh: 29; HIF-2a inh: 18; Shn3 inh set2: -10; PDI turbidity: -3; Vif imaging: 3

What do the screens show for `N=C1C(c2ccc(Br)cc2)=C(O)C2CCc3ccccc3N12` (configuration not stated)?
Peg3 promoter: -26; MITF TRPM1 inh: 4; NR2E3 ag-1: 2; KKLEB cytotox: 1; NR2E3 ag-2: -14; CF NFkB inh: 7; HIF-2a inh: -95; Shn3 inh set2: -22; PDI turbidity: -1; Vif imaging: -2; CaV13 FRET inh: -10

How did NC(=O)N/N=C/c1ccc(OCc2cccc(Cl)c2)cc1 do in these assays?
Peg3 promoter: -115; MITF TRPM1 inh: -34; NR2E3 ag-1: 1; KKLEB cytotox: -3; NR2E3 ag-2: -41; CF NFkB inh: -19; HIF-2a inh: -86; Shn3 inh set2: 8; PDI turbidity: 0; Vif imaging: -9; CaV13 FRET inh: -1

What do the screens show for `NC(=O)C(=O)N/N=C1\CCc2ccccc21`?
Peg3 promoter: -215; MITF TRPM1 inh: -32; NR2E3 ag-1: -2; KKLEB cytotox: 4; NR2E3 ag-2: -8; CF NFkB inh: 12; HIF-2a inh: -176; Shn3 inh set2: -67; PDI turbidity: -6; Vif imaging: 10; CaV13 FRET inh: -7

How did Cc1occc1C(=O)N1CCN(c2ccc([N+](=O)[O-])cc2)CC1 do in these assays?
Peg3 promoter: 24; MITF TRPM1 inh: -3; NR2E3 ag-1: 4; KKLEB cytotox: 8; NR2E3 ag-2: -20; CF NFkB inh: 3; HIF-2a inh: 15; Shn3 inh set2: 16; PDI turbidity: -3; Vif imaging: -4; CaV13 FRET inh: -5

What do the screens show for `O=C(NCc1ccccc1Cl)c1ccc(S(=O)(=O)NCc2ccco2)cc1`?
Peg3 promoter: 14; MITF TRPM1 inh: 1; KKLEB cytotox: 4; NR2E3 ag-2: -1; CF NFkB inh: 2; HIF-2a inh: 4; Shn3 inh set2: 11; PDI turbidity: 4; Vif imaging: -3; CaV13 FRET inh: -6

How did COc1ccc(C(=O)Nc2cccc3c2CCCC3)c(OC)c1 do in these assays?
Peg3 promoter: -55; NR2E3 ag-1: -3; KKLEB cytotox: 6; NR2E3 ag-2: -42; CF NFkB inh: 4; HIF-2a inh: -75; Shn3 inh set2: 0; PDI turbidity: 3; Vif imaging: -16; CaV13 FRET inh: -20

What do the screens show for `CN(CC(=O)Nc1ccc(F)c(F)c1F)C(=O)C1CCCC1`?
Peg3 promoter: 12; MITF TRPM1 inh: 1; NR2E3 ag-1: 3; KKLEB cytotox: 0; NR2E3 ag-2: -14; CF NFkB inh: 26; HIF-2a inh: 4; Shn3 inh set2: -20; PDI turbidity: -3; Vif imaging: -4; CaV13 FRET inh: -6

How did Cc1ccccc1OCC(=O)NC(=S)Nc1ccccc1N1CCN(S(C)(=O)=O)CC1 do in these assays?
Peg3 promoter: -6; MITF TRPM1 inh: 4; NR2E3 ag-1: 2; KKLEB cytotox: -18; NR2E3 ag-2: -5; CF NFkB inh: 9; HIF-2a inh: -8; Shn3 inh set2: -8; PDI turbidity: 6; Vif imaging: -5; CaV13 FRET inh: -5

How did Cc1c(OCc2ccc([N+](=O)[O-])cc2)ccc2c3c(c(=O)oc12)CCC3 do in these assays?
Peg3 promoter: -232; MITF TRPM1 inh: -115; NR2E3 ag-1: 4; KKLEB cytotox: -17; NR2E3 ag-2: -86; CF NFkB inh: -13; HIF-2a inh: -200; Shn3 inh set2: 8; PDI turbidity: 5; Vif imaging: 1; CaV13 FRET inh: -4

What do the screens show for `CCOc1ccc(/C=N/NC(=O)c2c(-c3ccccc3)noc2C)cc1`?
Peg3 promoter: 18; MITF TRPM1 inh: -12; NR2E3 ag-1: 1; KKLEB cytotox: -3; NR2E3 ag-2: -31; CF NFkB inh: 6; HIF-2a inh: 7; Shn3 inh set2: 19; PDI turbidity: 2; Vif imaging: 1; CaV13 FRET inh: -3

Results for O=C(Oc1ccc(Oc2ccccc2)cc1)N1CCC(O)CC1 ?
Peg3 promoter: -155; MITF TRPM1 inh: -28; NR2E3 ag-1: 1; KKLEB cytotox: -2; NR2E3 ag-2: -84; CF NFkB inh: 0; HIF-2a inh: -145; Shn3 inh set2: 8; PDI turbidity: -10; Vif imaging: 7; CaV13 FRET inh: -17

How did O=C(CCS(=O)(=O)c1ccccc1)Nc1ccc(-c2nc3ccccc3s2)cc1 do in these assays?
Peg3 promoter: -254; MITF TRPM1 inh: -24; NR2E3 ag-1: -13; KKLEB cytotox: 1; NR2E3 ag-2: -133; CF NFkB inh: -19; HIF-2a inh: -150; Shn3 inh set2: -5; PDI turbidity: 8; Vif imaging: 6; CaV13 FRET inh: 2

What do the screens show for `CCCCCNCc1ccc(Br)cc1`?
Peg3 promoter: -91; MITF TRPM1 inh: 1; NR2E3 ag-1: 0; KKLEB cytotox: -16; NR2E3 ag-2: -12; CF NFkB inh: 12; HIF-2a inh: 11; Shn3 inh set2: 6; PDI turbidity: -6; Vif imaging: 0; CaV13 FRET inh: -9

What do the screens show for `Cc1ccccc1CN1C[C@@H]2C[C@@H](c3cn[nH]c3-c3ccc(F)cc3)N3CCC[C@@]23C1=O`?
Peg3 promoter: 30; MITF TRPM1 inh: -2; NR2E3 ag-1: 2; KKLEB cytotox: -12; NR2E3 ag-2: -5; CF NFkB inh: 18; HIF-2a inh: 25; Shn3 inh set2: 31; PDI turbidity: 7; Vif imaging: -2; CaV13 FRET inh: 9

Results for CN(C(=O)C1CC1)c1ccccc1 ?
Peg3 promoter: 9; KKLEB cytotox: 1; NR2E3 ag-2: -21; CF NFkB inh: -52; HIF-2a inh: 2; Shn3 inh set2: -21; PDI turbidity: 5; Vif imaging: -2; CaV13 FRET inh: -4

What do the screens show for `Cc1cc(NC(=O)c2ccc(F)cc2)n(CCOC(=O)c2ccc(F)cc2)n1`?
Peg3 promoter: 14; MITF TRPM1 inh: 9; NR2E3 ag-1: 1; KKLEB cytotox: 3; NR2E3 ag-2: -9; CF NFkB inh: 2; HIF-2a inh: 10; Shn3 inh set2: 13; PDI turbidity: -3; Vif imaging: -10; CaV13 FRET inh: -3

What do the screens show for `Cc1onc(-c2c(F)cccc2Cl)c1C(=O)N=C(N)N1CC(C)OC(C)C1` (configuration not stated)?
Peg3 promoter: 7; MITF TRPM1 inh: 12; NR2E3 ag-1: 0; KKLEB cytotox: -21; NR2E3 ag-2: -32; CF NFkB inh: -4; HIF-2a inh: 9; Shn3 inh set2: -24; PDI turbidity: 0; Vif imaging: 1; CaV13 FRET inh: -4

Results for C[C@H](N)c1nnc(SCC(=O)c2ccc(Cl)cc2)o1 ?
Peg3 promoter: -4; MITF TRPM1 inh: 2; NR2E3 ag-1: 1; KKLEB cytotox: 7; NR2E3 ag-2: 2; CF NFkB inh: 11; HIF-2a inh: 13; Shn3 inh set2: -9; PDI turbidity: 11; Vif imaging: 0; CaV13 FRET inh: -9

Results for NC(=O)N/N=C/c1cc(Br)ccc1OC(=O)c1ccccc1 ?
Peg3 promoter: 0; MITF TRPM1 inh: 11; NR2E3 ag-1: 2; KKLEB cytotox: -1; NR2E3 ag-2: 0; CF NFkB inh: 7; HIF-2a inh: 15; Shn3 inh set2: -5; PDI turbidity: 4; Vif imaging: -5; CaV13 FRET inh: -2

What do the screens show for `COc1ccc(S(=O)(=O)CCC(=O)N2CCN(c3ccccc3F)CC2)cc1`?
Peg3 promoter: 2; MITF TRPM1 inh: 6; NR2E3 ag-1: -2; KKLEB cytotox: 0; NR2E3 ag-2: 11; CF NFkB inh: 1; HIF-2a inh: 15; Shn3 inh set2: -9; PDI turbidity: 17; Vif imaging: -1; CaV13 FRET inh: 3

Results for COc1ccc(CCC(=O)Nc2ccc(-c3noc(-c4ccc(OC)c(OC)c4)n3)cc2)cc1 ?
Peg3 promoter: -33; MITF TRPM1 inh: -16; NR2E3 ag-1: 1; KKLEB cytotox: -3; NR2E3 ag-2: -16; CF NFkB inh: 8; HIF-2a inh: -46; Shn3 inh set2: -32; PDI turbidity: 0; Vif imaging: 36; CaV13 FRET inh: -6

Screens (PubChem)
